# phage Ecoli inh = growth loss of phage-infected E. coli, primary screen, RecBCD inhibitor project, absorbance, with phage, HTS | inhibition, % at 11.9 µM | actives 0.26% (n = 360,000); in the data active = inhibition above about 11%
# Wnt bcat act = Wnt/beta-catenin pathway activators, primary screen, cell-based, plate reader, single point | AID 743398, 2014 | activation, % at 9.35 µM | actives 1.2% (n = 300,000) | Wnt/beta-catenin reporter cell assay, activator; in the data active = activation above about 30%, passing the limit was not always enough;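 also: 0% = neutral control wells and 100% = positive control wells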
# Active calls of the source: *.
SMILES,phage Ecoli inh,Wnt bcat act
OCCCNc1ncnc2c1ncn2[C@H]1CN(C2CCCC2)C[C@@H](CO)O1,4.8,-2
CC(NC(=O)C1CCN(Cc2ccccc2)CC1)c1cccc2ccccc12 (stereo not drawn),0.0,-4
CCCNC(=O)C1(C)CCCN(C(=O)COc2ccc(Cl)cc2Cl)C1 (stereo not drawn),0.5,0
C=CCSc1nnc(NC(=O)CCNC(=O)c2ccccc2Cl)s1,0.3,-2
CC1(C(=O)NCc2cccs2)Cc2c(-c3ccccc3)ccnc2O1 (stereo not drawn),2.6,-3
O=C(Nc1cc(C(F)(F)F)ccc1N1CCCCC1)C1=COCCO1,2.8,-3
COc1ccc(F)cc1-c1cc(C(=O)Nc2cccnc2)[nH]n1,0.5,0
CC(C)(C)Cc1c(-c2ccc(C#N)cc2)nc2c(Cl)cc(C(F)(F)F)cn12,2.8,-4
COCCN(C(=O)COC(=O)c1c(C)nn(-c2ccccc2)c1C)c1c(N)n(Cc2ccccc2)c(=O)[nH]c1=O,3.9,-1
CC1(C)NC(=O)N(CC(=O)Nc2ccc(-c3ccccc3)cc2)C1=O,-0.6,-3
COc1ccc(-n2c(-c3ccc(Cl)cc3)n[nH]c2=S)c(OC)c1,5.8,-1
NCc1csc(Nc2cc(Oc3ccccc3)ncn2)n1,1.9,0
C[C@@H]1Cn2cnc(C(=O)Nc3ccccc3)c2C(=O)N1,4.5,0
Cc1cc(C)cc(Cn2c3ccc(NC(=O)NCc4ccc(F)cc4)cc3c(=O)n2C)c1,2.5,2
C[C@H]1CN([C@@H](C)CO)C(=O)CCCn2nncc2CO[C@H]1CN(C)C(=O)c1cc(-c2ccccc2)on1,1.6,-2

# Reformatted with tabs: entries from further up.
Molecule	phage Ecoli inh	Wnt bcat act
NCc1csc(Nc2cc(Oc3ccccc3)ncn2)n1	1.9	0
C[C@@H]1Cn2cnc(C(=O)Nc3ccccc3)c2C(=O)N1	4.5	0

# The results go on.
SMILES,phage Ecoli inh,Wnt bcat act
C[C@H]1CN([C@@H](C)CO)C(=O)c2cc(Br)cnc2O[C@@H]1CN(C)S(C)(=O)=O,4.2,0
CC(=O)Nc1cc(-c2cccc(CO)c2)cn2c(-c3cccc(C(F)(F)F)c3)cnc12,-1.6,-2
CC1CCCC(C)N1C(=O)c1ccccc1 (stereo not drawn),-0.9,-2
O=C1NC[C@H](CCCCN2C[C@H](Cc3ccc(O)cc3)N(CCc3ccccc3)C(=O)C2=O)N(CC2CCCCC2)C1=O,1.5,-2
NS(=O)(=O)c1ccc(NCc2cnc3ccccc3c2)cc1,0.5,1
CC(C)c1ccc(CC(=O)N2CCC2(C)C(=O)Nc2cnc3ccccc3c2)cc1 (stereo not drawn),3.1,0
Cc1c(CC(=O)NCC(=O)NCC(=O)N[C@@H](Cc2ccccc2)C(=O)O)c(=O)oc2c(C)c(O)ccc12,0.2,-1
COc1ccc(Cn2c(C)cc(O)cc2=O)cc1,1.7,-5
Cc1ccccc1-c1cnc2c(c1)C(=O)N([C@@H](C)CO)C[C@@H](C)[C@H](CN(C)Cc1ccccc1F)O2,1.7,-2
Cc1cccc(C)c1-n1nnnc1C(c1ccnc2ccccc12)N(CCN(C)C)Cc1ccccc1 (stereo not drawn),0.2,-3
COc1ccccc1N1CCN(c2ccc3c(c2)S(=O)(=O)c2cccc(C(=O)NCc4cccc(F)c4)c2C3=O)CC1,-1.7,-2
O=C(N[C@@H]1CC[C@@H](CCNC(=O)C2CCOCC2)O[C@@H]1CO)c1ccncc1,1.4,-1
COc1ccc(S(=O)(=O)N2CCCC(c3cc(C(=O)NCc4cccnc4)no3)C2)cc1 (stereo not drawn),1.1,0
CCS(=O)(=O)N1Cc2cc(C(=O)NCC3CC3)nc(-c3cccc(-c4cccnc4)c3)c2[C@@H]1CCO,-0.9,0
COc1ccc(CN2C(=O)C(CC(=O)NCc3cccs3)CC(C(=O)N3CCOCC3)=C2C)cc1 (stereo not drawn),1.0,-2

# Overlap with the part before: 5 compounds; new compounds follow.
SMILES,phage Ecoli inh,Wnt bcat act
COc1ccccc1N1CCN(c2ccc3c(c2)S(=O)(=O)c2cccc(C(=O)NCc4cccc(F)c4)c2C3=O)CC1,-1.7,-2
O=C(N[C@@H]1CC[C@@H](CCNC(=O)C2CCOCC2)O[C@@H]1CO)c1ccncc1,1.4,-1
COc1ccc(S(=O)(=O)N2CCCC(c3cc(C(=O)NCc4cccnc4)no3)C2)cc1 (stereo not drawn),1.1,0
CCS(=O)(=O)N1Cc2cc(C(=O)NCC3CC3)nc(-c3cccc(-c4cccnc4)c3)c2[C@@H]1CCO,-0.9,0
COc1ccc(CN2C(=O)C(CC(=O)NCc3cccs3)CC(C(=O)N3CCOCC3)=C2C)cc1 (stereo not drawn),1.0,-2
CSCCC(C(=O)Nc1c(C)cccc1C)N(Cc1ccccc1)Cc1ccccc1 (stereo not drawn),1.2,-8
CC(=O)Nc1ccc(C(=O)NNC(=O)c2csc(N3CCOCC3)n2)cc1,3.5,-6
Cc1ccc(-c2nc3ccc(C)cn3c2Cc2cccc(F)c2)cc1,2.3,13
Clc1cccc(Cc2c(-c3cccc(Cl)c3)nc3ccc(Br)cn23)c1,1.5,-2
NC(Cc1ccc(C(F)(F)F)cc1)c1csc(Nc2nncc3ccccc23)n1 (stereo not drawn),-1.6,0
CC(=O)OC[C@@H]1CN(Cc2cccc(C(F)(F)F)c2)C[C@H](n2cnc3c(N4CCOCC4)ncnc32)O1,-0.9,-3
Cc1ccc(Cn2cc(CN3CC(N4CCN(C5CCN(C)CC5)CC4)CS3(=O)=O)nn2)cc1 (stereo not drawn),-0.5,-3
CC(C)c1[nH]nc2c1C(c1ccc3c(c1)OCO3)NC2=O (stereo not drawn),4.1,-2
CC(=O)Nc1ccc(-c2ccnc3c2CC(C(=O)Nc2ccc(C(C)C)cc2)O3)cc1 (stereo not drawn),0.2,-3
CC(C)C1Cc2[nH][nH]c(=O)c2C(C2CC2)O1 (stereo not drawn),0.4,-3
CCNc1ccc(S(=O)(=O)N2CCOCC2)cc1NCC(=O)Nc1cccc(Br)c1,3.7,-2
COc1ccc(/C=C/C(=O)OCC(=O)N2c3ccccc3CC2C)cc1 (stereo not drawn),1.4,0
CCc1cc2c(nc1CC)CCCN2S(=O)(=O)c1cccs1,0.8,2
COc1cccc(-c2cnc(C(O)c3c(C)cccc3C)[nH]2)c1 (stereo not drawn),5.3,-1
Cc1ccc(NC(=O)c2cccc(S(=O)(=O)Nc3c(C)n(C)n(-c4ccccc4)c3=O)c2)cc1C,-0.4,-3
O=C(c1ccc(CS(=O)Cc2ccc(Cl)cc2)o1)N1CCN(C2CCCCC2)CC1 (stereo not drawn),0.7,-2
CCN1CCN(c2ccc(S(=O)(=O)N3CCOCC3)cc2NC(=O)c2cc(F)c(F)c(F)c2F)CC1,2.5,-5
CCCCCCCCN1C(=O)[C@@H](CC(=O)NCCCCc2ccccc2)C[C@@]2(C(=O)OC)C1=C[C@H](C(C)(C)C)O[C@@H]2C,3.8,-2
O=C(Nc1c(-c2ccccc2)[nH][nH]c1=O)c1cccs1,-0.7,-3
CC(=O)Nc1cc(-c2ccc(C(=O)N3CCOCC3)cc2)cn2c(-c3ccc(F)c(Cl)c3)cnc12,1.7,-1
CC1=C(C(=O)N2CCCCCC2)CC(CC(=O)NC2CCCC2)C(=O)N1CCC1=CCCCC1 (stereo not drawn),3.6,-1
Cc1ccc(CN2C(=O)c3ccccc3C2c2nnnn2-c2ccc3c(c2)OCCO3)cc1 (stereo not drawn),0.4,-1
O=C(NCc1ccc(C(F)(F)F)cc1)c1cccc2c(-c3cccnc3)coc12,2.2,1
OC[C@@H]1CN(Cc2ccco2)C[C@H](n2cnc3c(NC4CCCC4)ncnc32)O1,-1.0,-3
CCOC(=O)[C@]12CCCC=C1N(Cc1cccc3ccccc13)C(=O)[C@H](CC(=O)NCc1ccc(OC)c(OC)c1)C2,2.0,-2
CC(=O)Nc1cccc(Nc2ccc(C#N)cc2)c1,-1.5,-2
Cc1c(C(=O)NCc2cccc([N+](=O)[O-])c2)sc(=O)n1Cc1ccc(F)cc1,0.3,-2
CC(=O)OC[C@@H]1CN(Cc2ccccc2)C[C@H](n2cnc3c(NCc4ccco4)ncnc32)O1,4.1,2
O=C(COc1ccc(Cl)cc1Cl)NC1CC1,2.1,-1
C[C@@H]1CN(c2ccc(N3CCN(C(=O)OC(C)(C)C)C[C@H]3C)cc2C#N)C[C@H](C)O1,4.2,-6

# Two consecutive records out of the list so far, quoted:
SMILES,phage Ecoli inh,Wnt bcat act
OCCCNc1ncnc2c1ncn2[C@H]1CN(C2CCCC2)C[C@@H](CO)O1,4.8,-2
CC(NC(=O)C1CCN(Cc2ccccc2)CC1)c1cccc2ccccc12 (stereo not drawn),0.0,-4

# Next part:
SMILES,phage Ecoli inh,Wnt bcat act
O=C(Nc1ccc(C(O)c2ccccc2)cc1)[C@H]1C[C@H](O)[C@@H](CO)O1 (stereo partly drawn),3.2,3
C[C@@H]1CN([C@H](C)CO)C(=O)CCCn2nncc2CO[C@@H]1CN(C)S(=O)(=O)c1ccc(C#N)cc1,2.3,0
CC1=C(C(=O)N2CCOCC2)CC(CC(=O)NCCc2ccccn2)C(=O)N1Cc1ccccc1 (stereo not drawn),1.7,-1
CCN(Cc1cnn(C)c1)C(=O)c1ccc2nc(Cc3ccccc3F)oc2c1,1.1,-1
O=C(CC[C@H]1O[C@@H](n2cnc3c(NC(=O)c4ccccc4)ncnc32)[C@H](O)[C@@H]1O)NCCCN1CCCC1=O,2.1,-1
CCc1nc2c(OCc3ccc(F)c(F)c3)cccn2c1N(C)C(=O)CC(C)C,2.8,-1
CCC(CC)C(=O)N(C)c1c(C)nc2c(OCC=C(C)C)cccn12,-1.6,-4
CC1CN=C(NS(=O)(=O)c2ccccc2)N1 (stereo not drawn),2.6,-4
C=CCN(CC=C)Cc1cc(=O)oc2cc(C)c(Cl)cc12,2.3,-3
COCCNC(=O)c1cc2c(c(-c3cccc(C#Cc4ccc(OC)c(OC)c4)c3)n1)[C@@H](CCO)N(S(=O)C(C)(C)C)C2 (stereo partly drawn),4.5,-3
COc1ccc(OC(=O)N(C)C[C@@H]2OCc3cn(nn3)CCCC(=O)N([C@@H](C)CO)C[C@H]2C)cc1,0.7,-1
COc1ccc(C(=O)N[C@H](C(=O)Nc2cccc(S(=O)(=O)N3CCOCC3)c2)C(C)C)cc1,1.6,-3
CC(C)C[C@@H](CN1CCCC1CN1C(=S)NC[C@@H]1Cc1ccccc1)N1C[C@H](Cc2ccccc2)N(CC2CCCCCC2)C1=S (stereo partly drawn),2.6,-3
Cc1cc(C)cc(-n2nnc3ccccc3c2=O)c1,4.2,1
COc1cc(CC(=O)N2CCN(S(=O)(=O)c3ccc(C(C)C)cc3)CC2)cc(OC)c1OC,2.5,-1
CC1C(=O)OC2C1CCC1(C)C3(C)C(=O)C=CC213 (stereo not drawn),0.0,-1
OC(c1ccccc1)c1ncc(-c2cccc(F)c2)[nH]1 (stereo not drawn),1.5,11
CCOC(=O)[C@]12CCCC=C1N(Cc1cccc3ccccc13)C(=O)[C@H](CC(=O)NCc1cccc3ccccc13)C2,1.0,-5
CCCCCCN1C[C@H](n2cc(COC(=O)c3ccccc3)nn2)[C@@H](O)C[C@@H]1c1ccc(OC)cc1,2.3,-1
COc1ccc(C(=O)N2CCC2(C)C(=O)NC(C)C)cc1 (stereo not drawn),-0.8,2
CNC[C@H]1OCc2ccccc2-c2ccccc2C(=O)N([C@H](C)CO)C[C@H]1C,0.2,-1
Cc1cc(C)c(C(=O)Nc2ccc3c(c2)OCCO3)c(C)c1,1.1,0
Cc1ccccc1NC(=O)C(C)OC(=O)CCC(=O)c1ccccc1 (stereo not drawn),5.5,-6
Cc1cc2nc(-c3cccc(Cl)c3)c(Cc3ccsc3)n2c(C)c1Br,1.6,2
Cn1cc(Cc2ccc(C(=O)NC34CC5CC(CC(C5)C3)C4)cn2)c2ccccc21,5.3,-4
CN(C)CCNC(=O)c1cccc(-c2cnc3c(NC=O)cc(-c4cccs4)cn23)c1,1.9,4
C[C@@H]1OC(C2CCCCC2)N(C)[C@H]2C[C@H]3c4[nH]c5ccccc5c4CCN3C[C@@H]12 (stereo partly drawn),3.4,-2
CCCCCCCCCCC(C(=O)O)C1(C(=O)O)CCC(=O)O1 (stereo not drawn),1.6,-1
CC(C)CC(N)c1csc(NC(=O)C(c2ccccc2)c2ccccc2)n1 (stereo not drawn),2.0,-4
COc1cc(NC(=O)CSc2nc3[nH]ncc3c(=O)n2-c2ccccc2)cc(OC)c1OC,2.7,0
CCOc1ccc(Cl)cc1-c1cc(C(=O)NCc2ccccc2OC)[nH]n1,2.5,-1
Nc1sccc1C(=O)NCCN1CCOCC1,2.2,-2
CCCN1CCN(C(=O)c2ccc(S(=O)(=O)N(C)c3ccccc3OC)cc2)CC1,-0.5,0
CC1=C(C(=O)N2CCOCC2)CC(CC(=O)NCCN2CCOCC2)C(=O)N1Cc1ccc(C(C)(C)C)cc1 (stereo not drawn),2.6,-1
CCC(=O)Nc1ccc(S(=O)(=O)NC[C@H]2O[C@@H](n3cnc4c(=O)[nH]c(N)nc43)[C@H](O)[C@@H]2O)cc1,0.1,-2
Cc1ccc(S(=O)(=O)N2[C@@H](Cc3ccccc3)CO[C@H]2CC(=O)c2ccccc2)cc1,2.4,-3
CCCCCCC12C(=Cc3cc4c(cc31)OCCO4)c1cc(OC)c(OC)cc1C(CC(=O)OC)N2C(=O)OC (stereo not drawn),1.8,-7
C[C@H](CO)N1C[C@H](C)[C@@H](CN(C)S(=O)(=O)c2ccccc2F)Oc2ncc(Br)cc2C1=O,-2.1,2
CCCCN1CC(N2CCN(Cc3cccc(C)c3)CC2)CS1(=O)=O (stereo not drawn),2.9,-3
COC1C(=O)CCC2(CO2)C1(O)C1(C)OC1CC=C(C)C (stereo not drawn),-0.1,-3
O=C1CCC[C@@H]2C=C[C@H](c3ccc(Br)cc3)[C@H]3CCN1[C@@H]32,4.0,0

# Compound activity (PubChem)

# This is a subset; count on the stated rates, not on these rows.
